# Compound activity from PubChem BioAssay.
# SRC3 inh = SRC3 coactivator transcriptional activity inhibitors, primary screen, cell-based, luminescence; HEK293 GAL4-SRC3 luciferase reporter; inhibition, % at 3.6 µM; Nuclear receptor coactivator 3 (Homo sapiens), Q9Y6Q9; 0.17% of 360,000 active; AID 588352, 2011;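 active means inhibition above a per-campaign cutoff, the mean of all compounds plus 3 SD, cut at about 60% in these data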;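 further: 0% = DMSO-treated cells and 100% = gossypol-treated cells at 36 µM; higher means less SRC3-driven luciferase light from the GAL4 reporter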
# TROY signal inh = inhibitors of TROY-driven NF-kB signaling, primary screen, Q293 LMP1-TROYcd cells, NF-kB luciferase, uHTS | inhibition, % at 10 µM | 0.98% of 360,000 active | Q293 LMP1-TROYcd NF-kB luciferase reporter, 4 h;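 active means compounds whose plate-normalised and pattern-corrected inhibition of the luciferase reporter signal at the single screening dose is 50% or more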
# SRC2 inh = inhibition of GAL4-SRC2 driven luciferase reporter, primary screen, SRC2 inhibitor project, cell-based, luminescence | Nuclear receptor coactivator 2 (Homo sapiens), Q15596 | HEK293 GAL4-SRC2 luciferase reporter | inhibition, % at 9 µM | 0.17% of 370,000 active;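 active means inhibition above the mean inhibition of all tested compounds plus 3 SD, set per campaign, cut at about 52% in these data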;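 further: 0% = DMSO treated cells and 100% = cells given Gossypol at 36 µM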
# EBV LMP1 NFkB = EBV LMP1-driven NF-kappaB luciferase reporter inhibitors, primary screen, cell-based, luminescence, single point; LMP1-induced NF-kappaB luciferase reporter cells; inhibition, % at 12.5 µM; 0.69% of 350,000 active; AID 504558, 2011; in the data active means inhibition above about 41%;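 further: 0% = neutral control wells and 100% = reference inhibitor control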
# TRAIL sens C8 = viability loss with TRAIL in NB7+C8 cells, primary screen, TRAIL sensitizer project, cell-based, ATPlite luminescence. inhibition (viability loss, TRAIL sensitization), % at 10 µM. 1% of 360,000 active. AID 624354, 2012;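 active means compounds causing at least 50% loss of cell viability in the single-dose screen, relative to plate controls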
# NR2F2 inh = NR2F2 transcriptional activity inhibitors, primary screen, cell-based, luciferase reporter, HEK293T, luminescence. COUP transcription factor 2 (Homo sapiens), P24468. AID 686940, 2013. inhibition, % at 8.6 µM. HEK293T NGFI-A luciferase reporter. 0.7% of 370,000 active;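 active means inhibition above a per-plate cutoff, mean inhibition of test wells between control levels plus 3 SD, cut at about 38% in these data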;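 further: cells cotransfected with COUP-TFII expression vector driving the NGFI-A reporter; 0% = median of COUP-TF2 test wells and 100% = reporter-only cells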
# NR5A2 inv ag = LRH-1 (NR5A2) inverse agonists, primary screen, cell-based, luminescence, HEK293T, StAR-luciferase reporter; Nuclear receptor subfamily 5 group A member 2 (Homo sapiens), O00482; LRH-1 transfected, 24 h; inhibition, % at 3.6 µM; 0.13% of 360,000 active;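 active means inhibition above the mean inhibition of all tested compounds plus 3 SD, cut at about 73% in these data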;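 further: 0% = DMSO wells and 100% = reporter-only cells lacking LRH-1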
# Target sequence (O00482 whole entry, looked up): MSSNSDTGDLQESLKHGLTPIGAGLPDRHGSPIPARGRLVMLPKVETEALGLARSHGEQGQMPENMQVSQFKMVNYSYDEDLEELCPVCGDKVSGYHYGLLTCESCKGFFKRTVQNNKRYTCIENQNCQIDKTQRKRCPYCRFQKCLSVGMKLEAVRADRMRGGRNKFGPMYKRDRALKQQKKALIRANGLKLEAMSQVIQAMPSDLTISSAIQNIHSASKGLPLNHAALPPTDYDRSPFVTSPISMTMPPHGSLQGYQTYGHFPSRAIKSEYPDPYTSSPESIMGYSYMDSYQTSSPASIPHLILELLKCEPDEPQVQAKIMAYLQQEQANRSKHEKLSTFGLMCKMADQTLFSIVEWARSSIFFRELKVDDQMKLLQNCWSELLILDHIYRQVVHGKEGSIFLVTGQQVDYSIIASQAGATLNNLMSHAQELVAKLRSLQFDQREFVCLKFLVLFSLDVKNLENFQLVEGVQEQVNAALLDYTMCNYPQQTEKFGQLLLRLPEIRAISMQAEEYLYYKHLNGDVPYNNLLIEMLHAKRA
# NCOA1 inh = SRC1 coactivator transcriptional activity inhibitors, primary screen, cell-based, luminescence; Nuclear receptor coactivator 1 (Homo sapiens), Q15788; HEK293 GAL4-SRC1 luciferase reporter; inhibition, % at 3.6 µM; 0.12% of 360,000 active;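 active means inhibition above the campaign mean plus 3 SD, with each screening campaign given its own cutoff, cut at about 60% in these data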;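 further: 0% = DMSO treated cells and 100% = gossypol at 36 µM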
# TLR9-MyD88 block = inhibitors of TLR9-MyD88 association in cells, primary screen, cell-based, CHO, BLA complementation, fluorescence | Toll-like receptor 9 (Homo sapiens) + Myeloid differentiation primary response protein … | CCF4 FRET ratio | inhibition, % at 4.98 µM | 0.21% of 340,000 active;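 active means inhibition above the mean over all tested compounds plus 3 SD, cut at about 21% in these data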;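 further: 0% = DMSO only wells and 100% = clavulanate BLA inhibitor control wells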
# Vif imaging = HIV Vif self-association inhibitors, primary screen, imaging, HEK293T, single point | HEK293T cells, Vif self-association by quenched fluorescence, 24 h | inhibition, % at 7.49 µM | 0.35% of 340,000 active; in the data active means inhibition above about 50%, passing the limit was not always enough; further: some results filed as inactive read as strong as hits
# NOD2-RIPK2 inh = NOD2-RIPK2 binding disruptors in cells, primary screen, fluorescence, CHO cells, BLA complementation; CCF4 ratio; 0.38% of 360,000 active; inhibition, % at 4.98 µM; Receptor-interacting serine/threonine-protein kinase 2 (Homo sapiens), O43353; in the data active means inhibition above about 21%;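 further: 0% = vehicle only and 100% = reference blocker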
# Target sequence (O43353 whole entry, looked up): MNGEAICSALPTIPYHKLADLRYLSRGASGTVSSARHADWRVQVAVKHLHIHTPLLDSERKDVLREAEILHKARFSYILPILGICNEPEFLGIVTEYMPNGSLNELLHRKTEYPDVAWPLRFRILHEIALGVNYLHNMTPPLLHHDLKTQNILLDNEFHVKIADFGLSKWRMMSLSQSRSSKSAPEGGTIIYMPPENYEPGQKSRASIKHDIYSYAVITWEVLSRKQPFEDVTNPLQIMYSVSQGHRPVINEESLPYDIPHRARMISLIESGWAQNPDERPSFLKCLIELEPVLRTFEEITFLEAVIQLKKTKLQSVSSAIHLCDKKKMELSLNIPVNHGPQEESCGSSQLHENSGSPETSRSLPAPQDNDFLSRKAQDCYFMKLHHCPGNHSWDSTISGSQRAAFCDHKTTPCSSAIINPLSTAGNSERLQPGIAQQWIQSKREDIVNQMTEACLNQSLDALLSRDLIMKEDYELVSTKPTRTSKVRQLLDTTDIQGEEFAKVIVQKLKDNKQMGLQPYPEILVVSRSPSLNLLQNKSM
# * hit, by the source's call; . = not tested or not shown. Only part of the results is shown; count on the stated rates, not on these rows.
SMILES,SRC3 inh,TROY signal inh,SRC2 inh,EBV LMP1 NFkB,TRAIL sens C8,NR2F2 inh,NR5A2 inv ag,NCOA1 inh,TLR9-MyD88 block,Vif imaging,NOD2-RIPK2 inh
CCCCN1C=C(C(=O)c2ccccc2)C(=O)CC1,18,3,15,13,-18,-3,6,4,-2,0,1
CCOc1cccc(-c2cnc3cccnn23)c1,-34,-17,-26,.,0,-49,-137,-43,.,0,-12
CCN(CC)S(=O)(=O)c1cc(NC(=O)CSc2n[nH]c(N)n2)ccc1C,-18,3,-11,1,-22,-3,-11,-6,1,-1,-11
CN(C)CCn1c2c(c(SCC(=O)N3CCc4ccccc43)nc1=O)CCCC2,-5,9,-60,-6,18,-12,27,1,-3,-6,-6
CC(=O)c1ccc(NS(=O)(=O)Cc2ccc(Cl)cc2)cc1,7,63*,2,-12,-27,13,-11,15,-3,12,-8
COc1ccc(N(C)C(=O)C2CCN(S(=O)(=O)c3cccc4nonc34)CC2)c(OC)c1,-4,-7,-25,-11,26,2,23,-17,-1,8,-8
Cc1ccc(S(=O)(=O)N2CCOCC2)cc1NC(=O)CSc1n[nH]c(N)n1,-7,1,3,-8,0,3,-6,13,-3,-5,-8
O=C(Oc1ccc(N(C(=O)c2ccncc2)S(=O)(=O)c2cccs2)cc1)c1ccncc1,14,40,20,5,-6,4,-2,17,-6,-2,4
COC(=O)c1c(-n2c(C)cc(C=O)c2C)sc2c1CCCC2,14,11,30,0,-3,9,9,-10,-3,84*,-4
CCCCCCCCN1C(=O)[C@H](CC(=O)NCCCN2CCCC2=O)C[C@@]2(C(=O)OC)CCCCC=C12,.,-1,-5,.,-14,2,-7,.,.,.,6
Cc1ccc(S(=O)(=O)/N=C(/c2ccc(F)cc2)N2CCOCC2)cc1,1,9,23,24,0,-15,4,-15,1,.,0
COC(=O)c1cccc(N2C(=O)C3CC=CCC3C2=O)c1 (centres undefined),-7,1,-2,-8,9,2,3,-8,-9,8,-2
CC1(C)CCCN(C(=O)N2c3ccccc3Sc3ccccc32)C1,-14,14,2,10,6,19,13,7,-3,-9,-12
CCOc1ccc(CCn2c(-c3ccco3)nc3ccccc3c2=O)cc1OCC,-42,4,2,36,34,16,-7,19,3,-7,-4
Cc1cccc(CN2CCC(N3CC(C)OC(C)C3)CC2)c1 (centres undefined),-5,-4,1,-7,-7,-2,-3,-7,-1,16,-14
N#Cc1cc(N)c(Nc2ccccc2)cc1C#N,5,12,-3,9,-2,-3,-18,1,-6,-4,-5
CCCCc1cc2c(s1)CCCC/C2=N/O,-1,0,-29,-2,16,-20,-17,-3,11,1,6
CN1CCc2nc(SCc3ccc(C(C)(C)C)cc3)c(C#N)cc2C1,6,38,21,10,-4,14,-12,5,3,-7,10
CCOCCn1c(SC)nc2c1c(=O)[nH]c(=O)n2C,6,9,-70,-3,-18,13,-17,6,-3,11,6
COc1ccc(NC(=O)C2C(=O)N(C)C3(C)CC2c2ccccc2O3)cc1 (centres undefined),-8,.,-4,1,-8,-6,-19,0,11,-6,4
CCN1CCN(C(=S)Nc2ccc3nc4n(c(=O)c3c2)CCCCC4)CC1,12,0,-10,-11,0,9,-1,-1,-4,-16,7
Cn1cc(CCNC(=O)CC2C(=O)NCCN2CC(c2ccccc2)c2ccccc2)cn1 (centres undefined),4,-10,12,-1,-5,0,9,1,7,3,2
COc1cccc(CN2CCCC(C(=O)N3CCCCC3)C2)c1OC (centres undefined),1,0,-13,-3,2,4,17,-19,-6,33,2
CCCN(C)C1CN(Cc2cn(Cc3ccc(F)cc3)nn2)S(=O)(=O)C1 (centres undefined),.,-29,1,.,1,-5,3,.,.,.,-13
CCCNC(=O)C1(C)CCCN(Cc2ccccc2-c2ccccc2)C1 (centres undefined),-3,-7,.,.,11,.,-6,-5,.,.,6
CSc1ncnc2c1ncn2CCCNCCCc1ccccc1,19,-13,10,-5,-8,-21,23,7,1,-1,-5
NC(=O)c1cccc(-c2coc3c(C(=O)NCc4ccccc4)cccc23)c1,-22,2,-31,.,4,-11,-45,-16,.,-29,3
CC(C)NC(=O)N(C)C[C@H]1Oc2c(NC(=O)Nc3ccc(C(F)(F)F)cc3)cccc2C(=O)N([C@H](C)CO)C[C@@H]1C,5,-1,-10,5,8,-3,-9,-3,9,4,5
Cc1ccc(C(=O)NC(=S)NCc2cccnc2)c(C)c1,10,10,1,-8,-1,-5,6,-13,-4,8,-13
CCCCS(=O)(=O)N1CCC(C(=O)Oc2ccccc2OC)CC1,6,8,16,8,-17,29,1,14,-15,4,-8

# Quoted from the listing.
# CCN(CC)S(=O)(=O)c1cc(NC(=O)CSc2n[nH]c(N)n2)ccc1C in TRAIL sens C8 = -22
# COC(=O)c1cccc(N2C(=O)C3CC=CCC3C2=O)c1 (centres undefined) in EBV LMP1 NFkB = -8
# CCCCS(=O)(=O)N1CCC(C(=O)Oc2ccccc2OC)CC1 in TLR9-MyD88 block = -15
# CN(C)CCn1c2c(c(SCC(=O)N3CCc4ccccc43)nc1=O)CCCC2 in SRC2 inh = -60
# Cn1cc(CCNC(=O)CC2C(=O)NCCN2CC(c2ccccc2)c2ccccc2)cn1 (centres undefined) in EBV LMP1 NFkB = -1
# CCCCCCCCN1C(=O)[C@H](CC(=O)NCCCN2CCCC2=O)C[C@@]2(C(=O)OC)CCCCC=C12 in NR5A2 inv ag = -7
# COC(=O)c1c(-n2c(C)cc(C=O)c2C)sc2c1CCCC2 in SRC3 inh = 14

# Vif imaging, hit marks shown above
SMILES | SRC3 inh | SRC2 inh | EBV LMP1 NFkB | NR2F2 inh | NR5A2 inv ag | NCOA1 inh | TLR9-MyD88 block | Vif imaging | NOD2-RIPK2 inh
COC(=O)c1c(-n2c(C)cc(C=O)c2C)sc2c1CCCC2 | 14 | 30 | 0 | 9 | 9 | -10 | -3 | 84* | -4

# Next section:
SMILES,SRC3 inh,TROY signal inh,SRC2 inh,EBV LMP1 NFkB,TRAIL sens C8,NR2F2 inh,NR5A2 inv ag,NCOA1 inh,TLR9-MyD88 block,Vif imaging,NOD2-RIPK2 inh
Cc1ccc(-c2nnc3ccc(SCC(=O)Nc4cc(C)on4)nn23)cc1,11,1,2,9,-5,25,9,3,1,6,-3
O=C(OCC(=O)c1ccc(Cl)s1)c1ccccn1,-1,-47,5,-2,2,-1,11,-5,4,-18,-1
Cc1cc(Cl)ccc1OCCCC(=O)N1CCN(C(=O)c2ccco2)CC1,5,2,-4,11,-8,8,-19,-7,-5,-6,-2
O=C(CCCn1c(SCC(=O)NCC2CCCO2)nc2ccccc2c1=O)NCc1ccccc1 (centres undefined),5,-3,-18,4,-9,8,-6,9,-3,-2,-3
O=C(COC(=O)c1ccc([N+](=O)[O-])o1)Nc1cccc2ccccc12,5,-2,22,-5,-2,21,-1,-22,0,-1,-10
O=C(Nc1cc(S(=O)(=O)N2CCOCC2)ccc1OCC(F)(F)F)C1=COCCO1,19,-11,-7,0,4,-16,14,10,-6,-3,-17
CCCC(=O)Nc1nnc(-c2cccc(OCC)c2)s1,-49,-37,-19,-7,1,-19,-52,-42,4,.,-3
Cc1cccc2nc3c(nc12)-c1ccccc1C3=O,-14,-46,-16,-21,1,0,-8,-43,0,-10,-6
C/C(=N\NC1=N[C@H]2CS(=O)(=O)C[C@H]2S1)c1ccccc1,23,-1,-44,.,-10,-10,15,9,.,0,0
Cc1ccccc1OCC(=O)OCC(=O)NCc1cccs1,-7,2,-57,-1,15,2,0,-13,1,2,-17
N#Cc1c(-c2ccccc2)ccnc1N1CCOCC1,-13,12,3,2,-5,2,20,-9,3,-1,4
COc1ccc(OC)c(NC(=O)CCNC(=O)Cn2cnc3ccccc3c2=O)c1,-3,5,-25,-5,-9,-15,4,8,-2,-4,-5
Cn1c(N2CCCCC2)nc2c1c(=O)n(Cc1cccc(Br)c1)c(=O)n2C,-8,-10,.,-7,4,.,14,-8,5,-11,-12
O=C1[C@@H]2[C@H](C(=O)N1Cc1ccco1)[C@H]1C=C[C@@H]2C1,-2,9,9,1,-11,-7,-5,4,-5,.,0
Cc1ccc(C)c(S(=O)(=O)NCC(c2ccc3c(c2)OCO3)N2CCOCC2)c1 (centres undefined),-6,-10,-7,3,18,3,-9,-5,-10,2,7

# Fetched by structure from the entries so far:
SMILES,SRC3 inh,TROY signal inh,SRC2 inh,EBV LMP1 NFkB,TRAIL sens C8,NR2F2 inh,NR5A2 inv ag,NCOA1 inh,TLR9-MyD88 block,Vif imaging,NOD2-RIPK2 inh
O=C1[C@@H]2[C@H](C(=O)N1Cc1ccco1)[C@H]1C=C[C@@H]2C1,-2,9,9,1,-11,-7,-5,4,-5,.,0
Cc1ccc(-c2nnc3ccc(SCC(=O)Nc4cc(C)on4)nn23)cc1,11,1,2,9,-5,25,9,3,1,6,-3
O=C(CCCn1c(SCC(=O)NCC2CCCO2)nc2ccccc2c1=O)NCc1ccccc1 (centres undefined),5,-3,-18,4,-9,8,-6,9,-3,-2,-3

# (next part)
SMILES,SRC3 inh,TROY signal inh,SRC2 inh,EBV LMP1 NFkB,TRAIL sens C8,NR2F2 inh,NR5A2 inv ag,NCOA1 inh,TLR9-MyD88 block,Vif imaging,NOD2-RIPK2 inh
O=C(NCCc1ccccc1)c1cnc2sccn2c1=O,-71,-43,-50,-8,6,-45,-109,-91,5,14,0
Cc1ccc(S(=O)(=O)Nc2ccc(NC(=O)CN3CCCCC3)cc2)cc1,6,.,-1,11,7,1,-12,-3,2,9,3
COc1cc(N(C)C)ccc1C=c1c2ccccc2n2c1cc(-c1ccccc1)[n+]2C,63*,58*,-54,2,54*,67*,69,23,2,-5,12
CC(C)(C)OC(=O)N1CCC(C(=O)Nc2ccc(C(=O)N3CCOCC3)cc2)CC1,1,9,5,-8,-18,3,26,-15,-1,16,-6
O=C1NC[C@@H](CCCCN2C[C@H](Cc3ccccc3)N(CCC3CCCCC3)C(=O)C2=O)N(CC2CCCCC2)C1=O,.,15,15,.,8,9,-12,.,.,.,-10
Cc1cc(NC(=O)Nc2ccc(Cl)cc2)n(C)n1,-16,-22,11,-1,15,9,-17,-5,-3,18,-12

# Part of the list above in order of length of the SMILES, smallest number first.
SMILES,SRC3 inh,TROY signal inh,SRC2 inh,EBV LMP1 NFkB,TRAIL sens C8,NR2F2 inh,NR5A2 inv ag,NCOA1 inh,TLR9-MyD88 block,Vif imaging,NOD2-RIPK2 inh
O=C(NCCc1ccccc1)c1cnc2sccn2c1=O,-71,-43,-50,-8,6,-45,-109,-91,5,14,0
Cc1ccc(S(=O)(=O)Nc2ccc(NC(=O)CN3CCCCC3)cc2)cc1,6,.,-1,11,7,1,-12,-3,2,9,3
O=C1NC[C@@H](CCCCN2C[C@H](Cc3ccccc3)N(CCC3CCCCC3)C(=O)C2=O)N(CC2CCCCC2)C1=O,.,15,15,.,8,9,-12,.,.,.,-10
